NPYLR7 agonist: activates Aedes aegypti NPYLR7 receptor | 270,000 tested, 0.15% active | activation, % at 10 µM | HEK293T NPYLR7/Galpha15, GCaMP6s calcium fluorescence; in the data active means activation above about 40%;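 further: 0% = vehicle and 100% = reference agonist at the receptor; some compounds past the cut are filed as inactive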
hcGAS inh: human cGAS inhibition | 290,000 tested, 0.081% active | recombinant h-cGAS, ATP depletion, Kinase-Glo luminescence | inhibition, % at 12.5 µM;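 further: 0% = vehicle reaction and 100% = reaction without DNA for no activity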
Target sequence (Q8N884 whole entry, looked up): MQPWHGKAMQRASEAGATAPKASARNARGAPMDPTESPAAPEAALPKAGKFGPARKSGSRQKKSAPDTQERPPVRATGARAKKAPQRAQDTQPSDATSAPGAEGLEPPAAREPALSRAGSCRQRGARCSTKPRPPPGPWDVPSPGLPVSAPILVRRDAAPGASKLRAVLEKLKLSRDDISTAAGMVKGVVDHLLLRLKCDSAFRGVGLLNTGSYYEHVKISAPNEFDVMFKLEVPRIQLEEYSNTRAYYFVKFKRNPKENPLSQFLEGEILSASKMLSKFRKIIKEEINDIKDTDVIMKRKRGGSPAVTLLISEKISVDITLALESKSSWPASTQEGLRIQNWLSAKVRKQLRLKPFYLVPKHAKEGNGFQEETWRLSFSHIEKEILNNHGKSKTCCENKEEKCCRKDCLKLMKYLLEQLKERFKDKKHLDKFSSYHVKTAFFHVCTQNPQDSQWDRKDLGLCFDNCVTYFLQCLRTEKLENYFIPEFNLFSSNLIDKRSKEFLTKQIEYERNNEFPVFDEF
mcGAS inh: mouse cGAS inhibition by luminescence. Q8C6L5. inhibition, % at 12.5 µM. 160,000 tested, 0.15% active. recombinant cGAS, Kinase-Glo ATP depletion luminescence;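 further: 0% = negative control wells and 100% = reference inhibitor with no enzyme activity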
Numbers without * were called inactive; nt = not tested or not shown; & = joins results of further samples. Unless noted, no stated cut-off is given here; in the data, active means inhibition above about 40%; inactive means the rest. Rows are unselected. About 0.27% of those tested had a hit in this group.

SMILES | NPYLR7 agonist | hcGAS inh | mcGAS inh
Cc1ccc(C(=O)c2nc3c(n2O)CCCCC3)cc1 | 16 | -8 | nt
Cc1noc2nc(-c3ccc(F)cc3)cc(C(=O)Nc3ccc(F)cc3)c12 | 1 | -6 | -7
CCCCCOc1ccc(C(=O)NCc2cccnc2)cc1OCCCCC | 4 | -5 | -6
CN1CCN(C)C2(CCN(C(=O)c3cc4c(Cl)cccc4[nH]3)CC2)C1 | 15 | -5 | nt
Cc1cccc(C)c1NC(=O)c1cccc(CN(C)C(C)c2ccco2)c1 (configuration not stated) | -7 | 0 | nt
C=CCN1C(=O)C2(CC(=O)N(CCCN(C)C(=O)c3ccco3)C2=O)c2cc(C)ccc21 (configuration not stated) | 9 | -4 | -4
Cc1ccc2cccc(OC(=O)c3ccc(C(C)(C)C)cc3)c2n1 | 6 | -4 | -8
COCCN(CC(=O)N(CCc1c[nH]c2ccccc12)Cc1ccc(F)cc1)C(=O)c1cc(OC)cc(OC)c1 | 15 | -9 | -8
CN(Cc1cc(C(C)(C)C)n[nH]1)C(=O)c1cccc(C#CC(C)(C)O)c1 | 1 | -3 | nt
CCC(C(=O)Nc1cc(-c2cn3nc(OC)ccc3n2)ccc1C)c1ccccc1 (configuration not stated) | -6 | -3 | -8
COc1ccc(NC(=O)c2cccc(S(=O)(=O)Nc3ccc(C(=O)O)cc3)c2)cc1 | -25 | 5 | 0
O=C(Nc1cccc(/C=C/c2ccccn2)c1)C1CC(=O)N(C2CCCC2)C1 (configuration not stated) | 12 | -7 | nt
Cc1noc(C)c1C1CCCN1Cc1ccc(-c2ccn[nH]2)o1 (configuration not stated) | 11 | -8 | nt
Cc1ccc(C)c(CSc2nc(=O)n3ccc(C)cc3n2)c1 | 2 | 0 | 0
Cc1nnc(SCC(=O)N2CCCC2c2cc(C(C)C)on2)s1 (configuration not stated) | 12 | -1 | nt
CCOc1ncccc1CN1CCCC(C(=O)Nc2ccc(OC)nc2)C1 (configuration not stated) | -5 | -1 | nt
NC(=O)C1CCN(C(=O)c2cn(-c3ccccc3)nc2-c2ccccc2)CC1 | 2 | -3 | -7
COc1ccc(CCN(C)C(=O)Cc2csc(NC(=O)CN(C(=O)c3ccccc3)C3CC3)n2)cc1OC | 18 | -5 | -4
COc1ccccc1-n1c(-c2ccc(Cl)cc2)cc(C(=O)N2CCN(c3cccc(Cl)c3)CC2)c1C | nt | -6 | -6
O=C1NCC2(CCCN(C(=O)CCc3cn4ccccc4n3)CC2)O1 (configuration not stated) | 1 | -2 | nt
COc1cccc(CCNC(=O)c2ccc(-c3cc(-c4ccc(Cl)cc4Cl)[nH]n3)cc2)c1 | 5 | 7 | 2
CCc1nc2ccc(C(=O)Nc3cccc(OC)c3)cn2c1N(CC)Cc1ccc(OC)c(OC)c1 | 19 | -6 | -5
O=C(CSc1nc2c(cnn2-c2cccc(Cl)c2)c(=O)[nH]1)NCc1ccco1 | nt | -5 | -6
CC1CCc2ccccc2N1CCNC(=O)c1ccn[nH]1 (configuration not stated) | -1 | -10 | nt
Cc1cccnc1-n1nc(C2CC2)nc1Cn1nc(C)c2ccccc2c1=O | 15 | -5 | nt
SMILES | NPYLR7 agonist | hcGAS inh | mcGAS inh
COCCS(=O)(=O)N(Cc1ccc(F)cc1)C1CC1 | -1 | -5 | nt
CCOc1ccc(-n2c(SCC)nc3c(c2=O)SCC3)cc1 | 0 | 14 | 0
CC(NC(=O)c1cccs1)C12CC3CC(CC(C3)C1)C2 (configuration not stated) | -21 | 0 | nt
COc1ccc(-c2cccc(-c3cccc(NC(=O)c4ccc(C(F)(F)F)cc4F)c3)n2)cc1 | -3 | -9 | -8
O=S(=O)(c1ccc(Cl)c(NC2=NCCCS2)c1)N1CCOCC1 | 4 | -5 | nt
Cn1cc(NC(=O)c2cc3ccccc3cc2NC(=O)OC(C)(C)C)cn1 | -7 | -15 | nt
CC(C)(O)CNC(=O)C1CCCN1C1CCN(CC(F)(F)F)CC1 (configuration not stated) | -2 | -3 | nt
CC(=O)Nc1ccc(CC2CCN(C(=O)c3ccno3)CC2)cc1 | 3 | -1 | -2
COc1ccc2c(c1)CCc1c(-c3ccc(C(=O)N4Cc5ccccc5C4)cc3)n[nH]c1-2 | 27 | -1 | -5
Cc1nn(CC(=O)NC2CC2)c(C)c1S(=O)(=O)N1CCOCC1 | 0 | -11 | nt
C=Cc1ccc(C(=O)NC2CC(=O)N(CCc3ccccc3)C2)cc1 (configuration not stated) | 11 | -11 | nt
CC(NC(=O)c1cc2cc(Br)ccc2[nH]1)c1ccncc1 (configuration not stated) | -3 | 5 | 1
CCCC1=NN(C(C)=O)C(C(=O)NCCCN2CCCCC2C)O1 (configuration not stated) | -5 | -1 | nt
CC(Cc1ccccn1)N(C)C(=O)c1cccc(-n2cnnc2)c1 (configuration not stated) | 5 | -2 | -14
CCN1CCN(c2ccc(NC(C)C(=O)NCc3ccc(Cl)cc3)c(C)c2)CC1 (configuration not stated) | -1 | 6 | nt
Cc1cc(=O)[nH]c(SCC(N)=O)c1C#N | 9 | 5 | 72*
O=C(CCOc1ccc(Cl)cc1)N1CCOC(COc2cccc(C(F)(F)F)c2)C1 (configuration not stated) | 13 | -8 | nt
O=C(N[C@@H]1CCCc2ccccc21)c1ccc(SCc2ccccc2)nc1 | 25 | -3 | -3
CCCCc1nc(N2CCCN(C(=O)COC)CC2)c2c(-c3ccccc3)noc2n1 | 9 | 0 | -4
CCNC(=O)c1cc2c(=O)n3ccccc3nc2n1C | -2 | -4 | -6
O=C(NCCC1CC2CCC1C2)C1CCCN1C(=O)c1ccccc1O (configuration not stated) | 8 | -9 | nt
CCOc1ccc(C(=O)NCCc2csc3nc(-c4cccs4)nn23)cc1OCC | -9 | 7 | -1
O=C(c1cc(-c2ccccc2F)n2nc(-c3ccc(Cl)cc3)cc2n1)N1CCCCC1 | 19 | -4 | -7
Cc1oc(-c2ccc(Cl)cc2)nc1C(=O)Nc1ncccc1O | -4 | -9 | nt
CCOc1ccccc1N1CCN(C(=O)CN(Cc2ccccc2)c2nc(Cc3ccc(C)cc3)ns2)CC1 | nt | -2 | -4
SMILES | NPYLR7 agonist | hcGAS inh | mcGAS inh
COc1ccccc1C(=O)N1CCC(O)(c2cccc(C)c2C)CC1 | 2 | -3 | nt
CN1CCC(Nc2cc(F)cc(Br)c2)C1=O (configuration not stated) | -3 | -1 | nt
COc1cc(OC)cc(N2CCC(N)C2=O)c1 (configuration not stated) | 1 | -6 | -10
O=C(C1CNCCN1C(=O)CCn1nnc2ccccc21)N1CCOCC1 (configuration not stated) | 9 | -1 | nt
N#Cc1cnc(NCc2ccc(N3CCOCC3)c(F)c2)c(Cl)c1 | -23 | 7 | nt
COCCOc1nc(-c2ccc(C)cc2)n(-c2ccc(NC(=O)Cc3cccs3)cc2)n1 | 14 | -4 | -5
Cc1cc(Oc2cccc(F)c2)nc(SCc2ccccc2C#N)n1 | -12 | 1 | 1
CCn1cc(-c2nnc(SCC(=O)c3ccccc3)n2C)ccc1=O | 6 | -3 | nt
O=C(Cn1nnc(-c2ccc(F)cc2)n1)N1CCOCC1 | 0 | 6 | 7
Cc1ccc2c(c1)C(=O)C1(O)CCN(c3ccccc3)C1=N2 (configuration not stated) | -15 | 0 | nt
N#CC1C(=N)SC(=N)C(C#N)C1c1ccc(-c2ccccc2)cc1 (configuration not stated) | 3&-2 | 1&2 | 11&35
CCc1nc2ccc(C(=O)NCCOc3ccc(OC)cc3)cn2c1N(CC)CC(=O)N(C)C | 15 | -5 | -3
O=C(NCCS(=O)(=O)N1CCCC1)c1ccc(NC(=O)C2CCC2)cc1 | 6 | -4 | -18
O=C(Nc1ccc2c(c1)CN(C(=O)c1cccs1)CC2)c1ccccc1Cl | 18&11 | -6&-8 | -2
Cc1cccc(S(=O)(=O)N2CCN(CCc3ccncc3)CC2)c1 | 3 | 2 | -10
CCCOC(=O)CC1Sc2ccccc2NC1=O (configuration not stated) | -3 | -8 | nt
CCCNCc1c(-c2ccc(F)cc2)noc1N1CCN(C)CC1 | 18 | -5 | nt
COc1cc(OC)cc(-c2noc(CSc3n[nH]c(=O)c4cc(-c5cccs5)nn34)n2)c1 | nt | 2 | 2
CC(C)c1nc(SC(C)c2nnc(-c3cccs3)o2)n[nH]1 (configuration not stated) | -4 | 10 | 5
CC(NC1CCc2ccccc21)C(=O)c1c(N)n(C)c(=O)n(C)c1=O (configuration not stated) | 9 | -6 | nt
CC(=O)Oc1ccc(C2C(C#N)=C(C)NC3=C2C(=O)CC(c2ccccc2)C3)cc1 (configuration not stated) | -5 | -2 | -9
Cc1ccc(F)cc1CN1CCCCC1CCN1CCOCC1 (configuration not stated) | -1 | -2 | -14
Cc1ccccc1N1CCN(C2CCCN(Cc3cccc4nonc34)C2)CC1 (configuration not stated) | -2 | -10 | nt
CN1CCC(N(C)C(=O)c2nc(Cc3ccccc3)n(-c3ccccc3)n2)CC1 | nt | -3 | -4
Cn1c(CO)nnc1C1CC(NC(=O)C2(N3CCOCC3)CCCCC2)C1 (configuration not stated) | nt | -6 | -4

A second format for part of the listing above:
Screens in order – NPYLR7 agonist	hcGAS inh	mcGAS inh
CC(NC1CCc2ccccc21)C(=O)c1c(N)n(C)c(=O)n(C)c1=O (configuration not stated)
    9	-6	nt
COCCOc1nc(-c2ccc(C)cc2)n(-c2ccc(NC(=O)Cc3cccs3)cc2)n1
    14	-4	-5
Cc1ccc(F)cc1CN1CCCCC1CCN1CCOCC1 (configuration not stated)
    -1	-2	-14
O=C(Nc1ccc2c(c1)CN(C(=O)c1cccs1)CC2)c1ccccc1Cl
    18&11	-6&-8	-2
Cc1ccccc1N1CCN(C2CCCN(Cc3cccc4nonc34)C2)CC1 (configuration not stated)
    -2	-10	nt
CC(C)c1nc(SC(C)c2nnc(-c3cccs3)o2)n[nH]1 (configuration not stated)
    -4	10	5
O=C(C1CNCCN1C(=O)CCn1nnc2ccccc21)N1CCOCC1 (configuration not stated)
    9	-1	nt

(listing goes on)
SMILES | NPYLR7 agonist | hcGAS inh | mcGAS inh
COc1cccc(-c2noc(COc3cccc4c3OC(C)(C)C4)n2)c1 | 3 | -4 | -12
CCOC(=O)c1cccnc1-c1cccc(NC(C)=O)c1 | -8 | -4 | 3
COc1ccc(/C=C2N=C(/C=C/c3cccc(Cl)c3Cl)OC\2=O)cc1 | 0 | -2 | nt
CC(C)(C)CC(=O)Nc1ccc(N2CCCC2)c(C(=O)NCCc2ccccc2)c1 | -10 | -4 | 0
CC(O)CN(Cc1ccccc1)C(=O)Nc1ccc(F)c(F)c1 (configuration not stated) | 10 | -6 | -15
Cc1ccc(C)c(-c2[nH]ncc2CN2CCN(CC(C)C)C(CCO)C2)c1 (configuration not stated) | -23 | -1 | 3
Cc1ccc(S(=O)(=O)Nc2cccc(S(=O)(=O)NC3=NCCC3)c2)cc1 | 10 | 2 | -7
O=C1c2ccc(-c3nc4ccccc4c(=O)o3)cc2C(=O)N1c1cccc(C(F)(F)F)c1 | -1 | -1 | -3
CC(CNC(=O)Nc1ccn(CC(=O)N2CCOCC2)n1)N(C)c1ccccc1 (configuration not stated) | 4 | -11 | nt
O=C(Cn1c(CO)cnc1SCCc1ccccc1)NCc1ccc(F)cc1 | 4 | 2 | nt
COc1c(C)cc(C(O)c2ncc(-c3cccc(F)c3)[nH]2)cc1C (configuration not stated) | 2 | 0 | nt
c1ccc(NC2CCCCC2)nc1 | -8 | -7 | nt
COc1cccc(N2CCN(c3nncc(-c4ccccc4)n3)CC2)c1 | 5 | -11 | nt

Part of the list above with just NPYLR7 agonist and mcGAS inh:
| structure | NPYLR7 agonist | mcGAS inh |
| --- | --- | --- |
| Cc1ccc2c(c1)C(=O)C1(O)CCN(c3ccccc3)C1=N2 (configuration not stated) | -15 | nt |
| CC(=O)Oc1ccc(C2C(C#N)=C(C)NC3=C2C(=O)CC(c2ccccc2)C3)cc1 (configuration not stated) | -5 | -9 |

Complete entries, looked up by structure:
CCOC(=O)c1cccnc1-c1cccc(NC(C)=O)c1 reads NPYLR7 agonist = -8; hcGAS inh = -4; mcGAS inh = 3
CC(O)CN(Cc1ccccc1)C(=O)Nc1ccc(F)c(F)c1 (configuration not stated) reads NPYLR7 agonist = 10; hcGAS inh = -6; mcGAS inh = -15
COc1c(C)cc(C(O)c2ncc(-c3cccc(F)c3)[nH]2)cc1C (configuration not stated) reads NPYLR7 agonist = 2; hcGAS inh = 0; mcGAS inh = nt
